PLK1 PBD block: inhibitors of human PLK1 polo-box domain binding | 360,000 compounds, 2.8% hits | P53350 | Plk1 PBD binding of FITC phosphopeptide, fluorescence polarization | Potency, µM, for inactives: max response, negative = inhibition, most hits filed as inhibitors; note: potency is the fitted concentration of half-maximal effect; series mostly up to about 57 µM; % is set by controls: 0 for no effect and ±100 for the full control effect; nearly all actives have a fitted effect of over 65% in size
EPAC1 ag: activates human EPAC1 exchange factor | Potency, µM (doses to about 154 µM), for inactives: top-dose activation, hits mostly activators | EPAC1 agonist qHTS, biochemical assay; response scale: 100% = response to 6.5 mM cAMP | AID 720707 | 360,000 compounds, 0.073% hits; note: potency is the fitted concentration of half-maximal effect; nearly all actives have a fitted effect of over 60% in size
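Normalized to 6.5 mM cAMP, activity reflects EPAC1-catalysed release of BODIPY-GDP from Rap1B, followed kinetically over 30 min at 480 nm excitation, 540 nm emission. Reaction contained 100 nM EPAC1, 250 nM Rap1B-BODIPY-GDP, 50 uM GDP.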
EPAC2 agonist: EPAC2 (human) agonism; AID 720711; EPAC2 activation, biochemical qHTS; response scale: 100% = 6.5 mM cAMP response; Q8WZA2; 360,000 compounds, 0.079% hits; Potency, µM (doses to about 154 µM), for inactives: top-dose activation, actives largely listed as activators; note: potency is the fitted concentration of half-maximal effect; nearly all actives have a fitted effect of over 50% in size
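EPAC2 (100 nM) mixed with Rap1B loaded with BODIPY-GDP (250 nM) plus 50 uM unlabeled GDP; compounds pinned in, 5 min RT, then read every 5 min for 30 min (ex 480, em 540 nm). Normalized to cAMP control.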
EPAC1 antagonist: EPAC1 (human) antagonism. AID 720709. EPAC1 GEF assay, Rap1b-BODIPY-GDP exchange fluorescence. 360,000 compounds, 0.14% hits. Potency, µM (titrated, usually from 115 µM), inactives show at the highest dose activity change, negative = inhibition, usual class: inhibitors. O95398;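 note: potency is the fitted concentration of half-maximal effect; plate controls were vehicle for no effect and positive control for full effect; nearly all actives have a fitted effect of over 50% in size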
CCT chaperon mod: modulators of cytosolic chaperonin (CCT/TRiC) activity. AID 651819. activity change, % (concentration not given with the values), hits read low. 360,000 compounds, 0.3% hits. purified chaperonin ATPase assay, HTRF ADP detection, 30 min; in the data active = activity change below about -30%; note: % is set by controls: 0 for no effect and ±100 for the full control effect
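Nucleotide hydrolysis assay: TRiC at 20–40 nM final (set by batch activity) with 10 uM ATP, 30 min at 37 °C, in presence of 76 uM compound. Detection by competitive ADP HTRF, 30 min ambient.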
IL2 activator: activates IL-2 in a cell-based reporter assay. IL-2 activation reporter assay, cell-based qHTS; stimulated with anti-CD3/CD4/CD28 beads; in transgenic mouse T cells. activation, % (series mostly up to about 46 µM). 360,000 compounds, 0.065% hits; in the data active = activation above about 50%; inconclusive = mostly about 30% to 49%; note: 0% is about no effect
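Screening format: compound pinned onto unstimulated transgenic mouse T cells, 60 min incubation, then anti-CD3/anti-CD4/anti-CD28 bead stimulation for 18 hours at 37 degrees C, followed by EGFP and DsRed detection.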
PI5P4Ka inh: blocks human PI5P4K alpha kinase activity | AID 652105 | 330,000 compounds, 1.2% hits | max response, % | P48426 | PI5P4Kalpha enzyme, ADP-Glo luminescence, 60 min; stronger effect = lower value; active = max response of -50% or lower; inconclusive = between -30% and -50%; inactive = -30% or higher; note: value at the top dose of about 77 µM; % is set by controls: 0 for no effect and ±100 for the full control effect
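ADP-Glo luminescence end-point read after a 60 min room-temperature kinase reaction of PI5P4Kalpha plus substrate, initiated with ATP at 5 microM final. Buffer: 0.038 M HEPES pH 7.4, EGTA, 0.1% CHAPS, 5% DMSO.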
WRN inhibitor: inhibitors of human WRN helicase; Q14191; WRN helicase unwinding, fluorescent forked duplex, kinetic; Potency, µM (series often up to 114 µM), inactives show at the top dose activity change, negative = inhibition, most hits filed as inhibitors; 360,000 compounds, 0.46% hits; AID 651768; note: potency is the fitted concentration of half-maximal effect; % is set by controls: 0 for no effect and ±100 for the full control effect; nearly all actives have a fitted effect of over 55% in size
Target sequence (Q14191 whole entry, looked up): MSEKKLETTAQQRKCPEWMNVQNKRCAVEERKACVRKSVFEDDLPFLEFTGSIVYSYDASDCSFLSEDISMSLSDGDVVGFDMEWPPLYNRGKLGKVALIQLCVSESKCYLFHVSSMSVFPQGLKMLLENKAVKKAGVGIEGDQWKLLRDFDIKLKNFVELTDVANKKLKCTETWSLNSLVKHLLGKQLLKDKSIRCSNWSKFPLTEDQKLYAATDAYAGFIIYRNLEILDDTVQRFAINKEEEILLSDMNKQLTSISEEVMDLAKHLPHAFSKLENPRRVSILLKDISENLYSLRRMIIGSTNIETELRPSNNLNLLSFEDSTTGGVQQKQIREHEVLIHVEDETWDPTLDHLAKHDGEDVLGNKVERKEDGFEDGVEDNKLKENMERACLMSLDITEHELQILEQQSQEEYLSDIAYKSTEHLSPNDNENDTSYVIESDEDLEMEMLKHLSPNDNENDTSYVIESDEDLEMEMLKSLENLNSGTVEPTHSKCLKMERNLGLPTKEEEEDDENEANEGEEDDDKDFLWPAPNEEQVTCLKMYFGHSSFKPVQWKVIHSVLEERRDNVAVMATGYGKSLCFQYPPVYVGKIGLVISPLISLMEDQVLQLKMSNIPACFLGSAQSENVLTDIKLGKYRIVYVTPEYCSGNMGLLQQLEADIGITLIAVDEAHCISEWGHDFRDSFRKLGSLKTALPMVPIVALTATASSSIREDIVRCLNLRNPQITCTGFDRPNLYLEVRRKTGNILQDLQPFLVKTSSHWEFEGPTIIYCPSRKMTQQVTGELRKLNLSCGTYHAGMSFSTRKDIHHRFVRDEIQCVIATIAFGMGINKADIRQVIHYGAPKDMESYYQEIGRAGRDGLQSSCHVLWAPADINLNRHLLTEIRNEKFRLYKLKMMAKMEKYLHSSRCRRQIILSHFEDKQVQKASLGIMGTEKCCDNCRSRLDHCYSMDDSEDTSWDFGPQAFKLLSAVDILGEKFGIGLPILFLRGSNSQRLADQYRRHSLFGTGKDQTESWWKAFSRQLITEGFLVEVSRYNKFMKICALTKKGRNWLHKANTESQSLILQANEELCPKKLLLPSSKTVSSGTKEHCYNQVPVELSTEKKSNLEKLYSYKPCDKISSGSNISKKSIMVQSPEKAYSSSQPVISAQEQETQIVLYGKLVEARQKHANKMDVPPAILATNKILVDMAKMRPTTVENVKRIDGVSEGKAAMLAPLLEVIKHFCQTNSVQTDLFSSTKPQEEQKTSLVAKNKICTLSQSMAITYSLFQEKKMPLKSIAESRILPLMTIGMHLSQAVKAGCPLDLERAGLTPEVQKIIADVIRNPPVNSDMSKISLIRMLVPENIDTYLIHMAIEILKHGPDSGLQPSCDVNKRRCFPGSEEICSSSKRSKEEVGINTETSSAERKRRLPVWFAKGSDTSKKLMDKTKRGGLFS
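Fluorescence dequenching readout, ex 525 nm/em 598 nm, kinetic mode: forked duplex DNA (100 nM final) with adjacent fluorophore and quencher unwound by WRN (20 nM final) with 2 mM ATP. Compound preincubation 15 min, room temperature.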
* hit, by the source's call; ? = inconclusive; . = not tested or not shown; [ ] = remark or other dose. Unless noted, calls come from the whole dose curve; as a rule, active = well fitted curve in the direction sought with a large enough effect; inconclusive = small, poorly fitted or top-dose-only effect, or another doubt; inactive = no such curve, though single readings can be large; an effect the other way counts as inactive or inconclusive.

SMILES	PLK1 PBD block	EPAC1 ag	EPAC2 agonist	EPAC1 antagonist	CCT chaperon mod	IL2 activator	PI5P4Ka inh	WRN inhibitor
O=C(CSc1nc(=O)n2ccccc2n1)N1CCC(Cc2ccccc2)CC1	-4%	-1%	1%	10%	-3.4	-2.1	-4	3%
COc1cc2c(cc1OC)CN(C(=O)CCN1C(=O)C3CCCCC3C1=O)CC2 (stereo not drawn)	-4%	3%	10%	-1%	-5.8	-0.3	6	10%
CC(NC(=O)C(=O)N1CCOCC1)C(c1cccs1)N1CCN(c2ccc(F)cc2)CC1 (stereo not drawn)	-4%	0%	-6%	9%	-0.7	-1.7	6	2%
NC(=O)C[n+]1ccc(/C=N/O)cc1	-4%	9%	6%	-8%	1.4	0.0	2	0%
COc1ccccc1C(=O)NNC(=O)c1cccc(C)c1	17µM*	0%	-1%	-1%	-2.6	1.7	-19	-27%
CCCCC(=O)Nc1ccc(NC(=O)c2ccc([N+](=O)[O-])cc2Cl)cc1OC	3%	-12%	8%	-4%	-2.2	-0.3	11	-6%
COc1cc(OC)c(OC)cc1CN1CCN(C(=O)CC(C)C)CC1	6%	4%	4%	16%	-1.2	1.0	-5	-4%
Cc1ccc(-n2nc3c(c2NC(=O)CC(C)C)CS(=O)(=O)C3)c(C)c1	-7%	3%	10%	-24%	-1.7	11	7	3%
Cc1ccc(NC(=O)CCC(=O)OCC(=O)c2ccc(Oc3ccc([N+](=O)[O-])cc3)cc2)cc1	-11%	-6%	11%	25%	-3.0	-3.6	1	-12%
CCN(CC)C(=O)C1=C(C)Nc2nc3ccccc3n2C1c1cccc(OC)c1 (stereo not drawn)	-8%	3%	-6%	9%	-1.7	-2.7	-11	9%
O=C(Nc1cccc(S(=O)(=O)C(F)(F)F)c1)[C@H]1C[C@H](O)[C@@H](CO)O1	-14%	-12%	8%	6%	0.2	1.3	6	-3%[57.1 µM]
Cc1cccc(OCC(=O)NCCCNC(=O)c2ccc(C)nc2)c1	-3%	7%	4%	-9%	2.2	-2.6	1	-6%
CC(=O)c1ccc(OCC(C)C)c(CC(C(N)=O)C(N)=O)c1	-2%	8%	-1%	3%	1.6	0.9	.	48%[activator]
Cc1ccc(NC(=S)NC2CC3CCCC(C2)N3Cc2ccco2)cc1 (stereo not drawn)	-5%	6%	4%	-19%	1.4	-4.4	2	0%
CC1=C(C(=O)Nc2ccccc2)C(c2ccc(N(C)C)cc2)NC(=O)N1 (stereo not drawn)	-11%	2%	-1%	9%	0.9	0.3	0	-1%
CN(CC(=O)NCc1ccc2c(c1)OCO2)CC(=O)Nc1ccc(F)c(F)c1F	-4%	12%	-4%	-24%	1.1	0.2	-1	-3%
N#Cc1ccc(Nc2nc(-c3ccccc3)c(C(=O)c3ccccc3)s2)cc1	-5%	6%	9%	-26%	0.4	-0.9	-1	-16%
COc1ccc(Cn2nnc3c(=O)[nH]c(C4CCN(S(=O)(=O)c5ccc(C)cc5)CC4)nc32)cc1	1%	6%	9%	4%	1.0	-0.6	4	-8%
O=C1CC[C@@H](OCc2ccccc2)CCN1CC[C@H](Sc1ccccc1)c1ccccc1	-10%	-8%	4%	-6%	-0.7	-0.5	3	-6%
Cc1ccc(S(=O)(=O)N2[C@@H](c3cccc(Cl)c3)C(C(=O)O)=CC[C@H]2c2cccc(Cl)c2)cc1	27µM*	-11%	3%	1%	-2.0	1.3	0	3%
O=C(NCc1cccnc1)c1cccn1-c1ncc(C(F)(F)F)cc1Cl	30µM*	-7%	-5%	-3%	0.4	0.0	-2	4%
CC(=O)Nc1ccc(-c2cc(-c3ccccc3)nc(-c3ccccc3)n2)cc1	3%	1%	-18%	3%	0.1	-0.2	51	-28%
COc1ccc(C(=O)Oc2ccc(C(=S)N3CCOCC3)cc2)cc1	11µM*	-3%	5%	11%	1.5	-1.2	-17	10%
O=c1[nH]c2ccc(S(=O)(=O)N3CCN(Cc4ccccc4)CC3)cc2[nH]c1=O	-2%	-5%	2%	12%	-1.3	1.6	.	4%
Cc1cc(C)cc(NC(=O)C(OC(=O)Cn2cnc3c2c(=O)n(C)c(=O)n3C)c2ccccc2)c1 (stereo not drawn)	-1%	25%	0%	2%	3.4	0.0	-5	-13%

Whole records from above. Order of values: PLK1 PBD block	EPAC1 ag	EPAC2 agonist	EPAC1 antagonist	CCT chaperon mod	IL2 activator	PI5P4Ka inh	WRN inhibitor
`Cc1cccc(OCC(=O)NCCCNC(=O)c2ccc(C)nc2)c1` is listed with -3%	7%	4%	-9%	2.2	-2.6	1	-6%
`CCCCC(=O)Nc1ccc(NC(=O)c2ccc([N+](=O)[O-])cc2Cl)cc1OC` is listed with 3%	-12%	8%	-4%	-2.2	-0.3	11	-6%
`COc1ccc(Cn2nnc3c(=O)[nH]c(C4CCN(S(=O)(=O)c5ccc(C)cc5)CC4)nc32)cc1` is listed with 1%	6%	9%	4%	1.0	-0.6	4	-8%
`COc1cc(OC)c(OC)cc1CN1CCN(C(=O)CC(C)C)CC1` is listed with 6%	4%	4%	16%	-1.2	1.0	-5	-4%
`Cc1ccc(NC(=O)CCC(=O)OCC(=O)c2ccc(Oc3ccc([N+](=O)[O-])cc3)cc2)cc1` is listed with -11%	-6%	11%	25%	-3.0	-3.6	1	-12%

Limited to CCT chaperon mod and EPAC1 ag, for two of the compounds above:
| Structure | CCT chaperon mod | EPAC1 ag |
| --- | --- | --- |
| N#Cc1ccc(Nc2nc(-c3ccccc3)c(C(=O)c3ccccc3)s2)cc1 | 0.4 | 6% |
| O=c1[nH]c2ccc(S(=O)(=O)N3CCN(Cc4ccccc4)CC3)cc2[nH]c1=O | -1.3 | -5% |

(further entries)
SMILES	PLK1 PBD block	EPAC1 ag	EPAC2 agonist	EPAC1 antagonist	CCT chaperon mod	IL2 activator	PI5P4Ka inh	WRN inhibitor
Cc1ccc(S(=O)(=O)Nc2ccc(C(=O)N3CCCC3)cc2)c(C)c1NS(C)(=O)=O	1%	0%	4%	12%	-0.9	0.2	-1	5%
CCOc1ccc(NC(=O)CN(C)C(=O)c2ccc(COc3ccccc3)o2)cc1OCC	-4%	-6%	-1%	13%	-1.0	-0.5	0	6%
COc1ccc(-c2cn(Cc3ccc4ccccc4c3)nn2)cc1	-15%	-15%	2%	-25%	-3.6	-2.1	14	3%
CC(C)n1c(/C=C/[C@H](O)C[C@H](O)CC(=O)O)c(-c2ccc(F)cc2)c2ccccc21	-7%	-4%	4%	-6%	0.6	-0.1	6	6%
Cc1nn(-c2ccc(F)cc2)c2nc(N)c(C#N)c(-c3cccs3)c12	-3%	16%	-1%	2%	0.0	18	-3	-13%
COc1ccc(Nc2cccc(Cl)c2)c(C(=O)O)c1	-7%	-1%	1%	-26%	-3.5	-0.4	-12	-20%
O=C(CS(=O)(=O)c1ccc(Cl)cc1)NCc1ccccc1	-9%	9%	10%	-11%	-3.2	0.0	-1	-5%
COc1ccccc1C(O)(c1ccccc1)c1ccccc1OC	-3%	8%	17%	-7%	-3.3	0.2	6	-4%
O=c1cc(CSc2nc(NCc3ccc(Cl)cc3)c3ccccc3n2)nc2ccc(Cl)cn12	2%	15%	16%	1%	0.1	-2.6	-5	8%
COc1ccc(C(=O)CC(=O)c2ccccc2)cc1	-7%	-2%	21%	2%	0.1	-1.6	5	7%
CCN(CC)S(=O)(=O)c1ccc(OC)c(NS(=O)(=O)c2ccc(F)cc2)c1	-17%	4%	1%	7%	3.1	0.3	0	-7%
CCOC(=O)[C@H]1[C@H]2COc3ccc(OC)cc3[C@@H]2N2C(=O)[C@H](C)NC(=O)[C@@]12C	-4%	0%	3%	?	0.2	0.2	1	5%
Cc1nc(C(=O)NNC(=O)c2ccccc2)c(C(F)(F)F)o1	-9%	1%	7%	14%	-0.1	0.8	1	1%
CCC(=O)NC(c1ccc(OC)cc1)c1c(O)ccc2ccccc12 (stereo not drawn)	-11%	14%	12%	?	-4.3	-3.9	3	-3%
Cc1ccc(NCc2nc3ccccc3n2C)c(C)c1	0%	-1%	4%	-13%	0.0	2.2	1	-6%
O=C(Nc1ccc(OCc2ccccc2)cc1)c1ccccc1	-5%	2%	-4%	6%	0.0	1.1	2	-25%[57.1 µM]
O=C(CN(CCc1ccccc1)C(=O)CNS(=O)(=O)c1ccccc1)NCc1ccco1	-21%	0%	11%	-1%	0.4	-2.1	1	7%
Cc1cc(OCC(=O)N2CCC(C(=O)O)CC2)c2c(C)cc(=O)oc2c1	-13%	-21%	6%	-11%	0.9	-0.8	-1	2%
Clc1ccccc1-c1ccc(CN2CCN(c3ccccc3)CC2)o1	0%	-3%	3%	-8%	-7.2	2.0	1	-5%
CC(C)C1C(=O)CC(c2ccccc2)NC1c1ccccc1 (stereo not drawn)	-3%	2%	10%	0%	1.1	2.2	7	-3%
O=C(Nc1cccc(S(=O)(=O)N2CCOCC2)c1)C12CC3CC(CC(C3)C1)C2	-1%	8%	-9%	1%	-12	-1.2	19	0%
COC(=O)Cc1ccc(NC(=S)NCc2ccc(F)cc2)cc1	-13%	2%	-1%	3%	-2.2	-0.4	3	3%
Cc1cc(O)cc(O)c1/C=N/NC(=O)c1ccc2c(c1)OCCO2	-17%	14%	24%	-18%	-1.9	1.2	-18	-18%
COc1ccccc1NC(=O)c1sc2nc(-c3ccco3)ccc2c1N	?	-3%	-2%	2%	-1.6	0.9	?	-18%
O=C(Nc1cccnc1)c1ccccc1Oc1ccccc1	-15%	0%	2%	-2%	-1.3	-3.3	1	7%
Cn1c(C(=O)N2CCC(C(=O)N3CCN(Cc4ccc5c(c4)OCO5)CC3)CC2)cc2sccc21	-6%	-9%	-3%	15%	0.0	-3.5	2	4%
Cc1cc(C(=O)O)c(S(C)(=O)=O)s1	-3%	2%	-2%	-29%	0.4	-0.1	.	6%
CN1CCN(C2CN(Cc3ccc([N+](=O)[O-])cc3)S(=O)(=O)C2)CC1 (stereo not drawn)	-6%	9%	10%	1%	-1.4	0.1	-2	-9%
O=C(Nc1ccc(Cl)cc1)OCCN1CCOCC1	-2%	12%	14%	9%	-2.8	0.6	3	0%
CCOC(=O)C1(CCOC)CCN(Cc2ccc(C3CCCCO3)s2)CC1 (stereo not drawn)	0%	-5%	0%	5%	3.5	-1.1	3	-8%

These rows are one share of the data; the hit share may differ from the screen's.
